DT40 TDP1 CPT = growth inhibition of DT40 Tdp1-/-;hTDP1 cells with camptothecin (screen for TDP1 inhibitors); chicken DT40 Tdp1-/-;hTDP1 cells + 20 nM CPT, ATP luminescence, 48 h; Potency, µM (series often up to 46.2 µM), inactives show at the highest dose activity change, negative = growth inhibition, most hits filed as inhibitors; 12% of 420,000 active; note: nearly all actives have a fitted effect of over 55% in size
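Chicken DT40 Tdp1-/- cells complemented with human TDP1, 400 cells/well, exposed to compounds plus 20 nM camptothecin for at least 48 h at 37 C; viability read as ATP content by CellTiter-Glo luminescence.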
TDP1 cell noCPT = qHTS for Inhibitors of human tyrosyl-DNA phosphodiesterase 1 (TDP1): qHTS in cells in absence of CPT. 15% of 420,000 active. Potency, µM (titrated, usually from 46.2 µM), for the others: at the highest dose activity change, negative = growth inhibition, actives largely listed as inhibitors. DT40 Tdp1-/- hTDP1 cells, no CPT, ATP luminescence, 48 h; note: nearly all actives have a fitted effect of over 55% in size
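Cells were dispensed at 400 per well, compounds added by pin tool, plates incubated ≥48 hr at 37 °C, then CellTiter-Glo added for 30 min at room temperature before luminescence reading. Line: DT40 Tdp1-/- complemented with hTDP1; camptothecin omitted.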
GCN5L2 inh = blocks human GCN5L2 histone acetyltransferase. Q92830. GCN5L2 HAT assay, ThioGlo1 CoA-SH fluorescence. Potency, µM (doses to about 58.9 µM), for the others: top-dose activity change, negative = inhibition, usual class: inhibitors. 0.21% of 390,000 active
Target sequence (Q92830 whole entry, looked up): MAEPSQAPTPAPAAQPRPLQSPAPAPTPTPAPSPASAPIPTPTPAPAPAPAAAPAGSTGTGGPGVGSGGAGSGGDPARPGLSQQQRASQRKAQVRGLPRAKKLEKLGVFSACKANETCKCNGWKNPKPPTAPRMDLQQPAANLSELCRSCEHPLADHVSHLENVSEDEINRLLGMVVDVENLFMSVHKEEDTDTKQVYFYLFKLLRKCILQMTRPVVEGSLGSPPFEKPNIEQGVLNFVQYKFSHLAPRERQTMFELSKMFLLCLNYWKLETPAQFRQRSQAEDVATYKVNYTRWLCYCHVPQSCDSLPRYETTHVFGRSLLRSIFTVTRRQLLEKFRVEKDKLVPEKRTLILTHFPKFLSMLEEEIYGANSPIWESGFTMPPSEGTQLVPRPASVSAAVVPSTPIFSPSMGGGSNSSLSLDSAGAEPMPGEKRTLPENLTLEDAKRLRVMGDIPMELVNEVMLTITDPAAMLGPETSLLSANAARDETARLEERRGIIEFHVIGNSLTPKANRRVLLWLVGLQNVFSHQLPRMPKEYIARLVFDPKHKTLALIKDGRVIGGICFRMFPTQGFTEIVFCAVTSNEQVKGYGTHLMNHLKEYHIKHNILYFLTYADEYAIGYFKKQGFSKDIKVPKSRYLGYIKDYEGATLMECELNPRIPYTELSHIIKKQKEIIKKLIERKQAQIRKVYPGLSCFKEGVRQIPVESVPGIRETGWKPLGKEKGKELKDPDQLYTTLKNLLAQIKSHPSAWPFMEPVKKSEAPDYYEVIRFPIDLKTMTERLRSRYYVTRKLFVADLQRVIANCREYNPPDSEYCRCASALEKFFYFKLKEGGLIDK
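GCN5L2 (20 nM) in 50mM HEPES pH 7.5, 0.1mM EDTA, 0.01% Tween-20 preincubated 15 min with compounds at room temperature. Reaction started with H3(1-25) 75uM, acetyl-CoA 70uM, ThioGlo1 50uM; CoA-thiol fluorescence (Ex340/Em540) read at 0 and 20 min.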
* hit, by the source's call; ? = inconclusive; · = no result given; & = joins results of further samples; [ ] = another dose, or the depositor's remark. Calls come from the whole dose curve; as a rule, active = well fitted curve in the direction sought with a large enough effect; inconclusive = small, poorly fitted or top-dose-only effect, or another doubt; inactive = no such curve, though single readings can be large; an effect the other way counts as inactive or inconclusive. % is set by controls: 0 for no effect and ±100 for the full control effect; potency is the fitted concentration of half-maximal effect.

nr	compound	DT40 TDP1 CPT	TDP1 cell noCPT	GCN5L2 inh
1	c1ccc(-c2nnc(C3CC(c4ccncc4)=NO3)o2)cc1 (stereo not given)	-8%	3%	·
2	Nc1nnc(SCC(=O)Nc2ccc3nc(SCC(=O)Nc4ccccc4)sc3c2)s1	13µM*	?	-2%
3	C/C(=N\NC(=O)C1(C)CC1(Br)Br)c1cccc(NC(=O)C2CCC2)c1 (stereo not given)	18µM*	26µM*	-10%
4	COc1ccc(-n2nnnc2SCC(=O)N2CCCC2)cc1OC	-8%	2%	-8%
5	O=C(NC1CCCC1)c1nc(-c2ccco2)oc1-c1ccccc1	?	?	·
6	COc1cc(/C=N/NC2=NC(C)(C)Cc3ccccc32)cc(OC)c1OC	?	21µM*	-2%
7	Cc1ccc(OCC(O)Cn2c(=N)n(CCN3CCOCC3)c3ccccc32)cc1 (stereo not given)	?	23µM*	-7%
8	OC(CC(O)c1ccccc1)c1ccccc1 (stereo not given)	-2%	1%	·
9	COc1ccc(CN=C(N)N=C(N)N)cc1Cl	?	21µM*	4%
10	C=CCn1c(/N=C/c2ccc3c(c2)OCO3)nc2ccccc21	6%	1%	-1%

The results go on.
nr	compound	DT40 TDP1 CPT	TDP1 cell noCPT	GCN5L2 inh
11	CCN(CC)C(=O)CSC(=Nc1ccccc1F)NC#N	-21%	-27%	-6%
12	O=C(Cn1cc(C(F)(F)F)cc(Cl)c1=O)Nc1cccc(S(=O)(=O)N2CCCCC2)c1	?	-22%	0%
13	COc1ccccc1/C=C/C=N/NC(=O)Cc1cccn1C	-1%	-21%	-4%
14	O=C(CC1SC(N2CCCCC2)=NC1=O)Nc1ccc(C(=O)NCc2ccccc2)cc1 (stereo not given)	-1%	8%	-1%
15	O=C(NCCN1CCOCC1)c1cc(S(=O)(=O)Nc2ccccc2F)c(Cl)cc1Cl	-6%	23%	7%
16	COc1ccc(C2(Nc3cccc(C(=O)O)c3C)C(=O)c3ccccc3C2=O)cc1	8%	-15%	9%
17	CCOC(=O)c1c(C)n(-c2ccccc2)c2ccc(OC(=O)c3ccccc3)cc12	?	16µM*	-12%
18	O=C(CN(c1ccc(F)cc1)S(=O)(=O)c1ccccc1)N1CCOCC1	-3%	-9%	·
19	O=C(N/N=C/c1ccc[nH]1)c1ccc(O)cc1	-3%	7%	1%
20	CN(Cc1ccccc1)C(=O)CCNC(=O)Cn1cnc2ccccc2c1=O	0%	-15%	-2%

Following part:
nr	compound	DT40 TDP1 CPT	TDP1 cell noCPT	GCN5L2 inh
21	CCCCOc1ccc(C(O)(CCN2CCOCC2)c2ccccc2)cc1 (stereo not given)	?	?	-4%
22	Cc1ccccc1OCCNC(=S)Nc1ccccc1	29µM*	15µM*	-8%
23	CC(=O)Oc1cccc(C(=O)Nc2ccccc2NC(=O)c2cccc(OC(C)=O)c2)c1	-14%	-21%	0%
24	O=S(=O)(CCc1ccncc1)Cc1ccc2c3c(cccc13)CC2	-28%	?	-29%
25	CCCSC1=NN2CCCC(=O)N=C2S1	0%	4%	-4%
26	C=CCOc1ccc(/C(CC)=N/O)cc1OC	?	-2%	-7%[0.501 µM]
27	COCC(=O)NNC(=O)Cc1ccc(Cl)cc1	-7%	-25%	0%
28	O=C(CSCc1cnn(-c2ccccc2)c1-n1cccc1)Nc1ccc(F)cc1F	?	18µM*	-1%
29	O=C(Nc1ccccc1)N1CCCC2(CCN(C(=O)c3csnn3)CC2)C1	14%	-1%	-10%
30	CCOC(=O)N/N=C(\C)c1ccc(C)o1	5%	-21%	-2%

Next section:
nr	compound	DT40 TDP1 CPT	TDP1 cell noCPT	GCN5L2 inh
31	CSCC[C@H](NC(=O)N1CCn2c1nc1ccccc12)C(=O)NCc1ccc2c(c1)OCO2	?	-8%	-4%
32	CC(C)Cc1cc(C(=O)O)c2ccccc2n1	-1%	2%	·
33	CCCn1c(SCC(=O)N2c3ccccc3CC2C)n[nH]c1=O (stereo not given)	5%	-20%	-4%
34	CCOc1ccc(NC(=O)c2oc3ccccc3c2NC(=O)C(C)(C)C)cc1	?	18µM*	-6%
35	Cc1c(N(C)C(=O)COc2ccc3ccccc3c2)c(=O)n(-c2ccccc2)n1C	-7%	1%	-1%
36	Cc1[nH]n(-c2ccccc2)c(=O)c1/C=N/NC(=O)c1ccccc1F	6.5µM*	5.2µM*	-2%
37	CC(=O)Nc1ccc(S(=O)(=O)Nc2ccc(-n3cnnn3)cc2)cc1	-22%	?	4%
38	COc1cc(C(=O)OCC(=O)N2CCCC2=O)cc(OC)c1C	2%	17%	-15%
39	CCOc1ccc(NC(=O)COC(=O)c2cc(S(=O)(=O)N3CCCC3)ccc2C)cc1	21µM*	?	-7%
40	Cc1ccc(S(=O)(=O)N2CCSC2C(=O)O)cc1 (stereo not given)	3%	2%	0%

Continuation:
nr	compound	DT40 TDP1 CPT	TDP1 cell noCPT	GCN5L2 inh
41	C=CCn1c(=O)c2c(nc3n2CC(C)CN3c2cccc(OC)c2)n(C)c1=O (stereo not given)	0%	-29%	-3%
42	CCC(C)Nc1nc(N)c([N+](=O)[O-])c(NC2CCCCC2)n1 (stereo not given)	?	?	0%
43	Cc1oc(-c2ccc(Cl)cc2)nc1CN1CCC(C(=O)NCc2cccs2)CC1	?	?	-1%
44	Cc1ccc(C(=O)Nc2ccc(Cl)cc2C)c(Cl)c1	-9%	?	2%
45	O=C(COC(=O)c1cnccn1)Nc1c(Cl)cc(Cl)cc1Cl	-22%	1%	?
46	COc1cc(OC)c(NC(=O)c2cn(C)c(=O)c3cc(OC)c(OC)cc23)cc1Cl	-9%	-14%	-3%
47	Cc1nn(-c2ccc(N3CCOCC3)nn2)c(C)c1CCC(=O)Nc1ccc(F)cc1	-4%	16µM*	0%
48	Cc1ccc(C2(c3noc(CN(C)CC4CCCCO4)n3)CCCC2)cc1 (stereo not given)	?	?	-1%
49	O=C(CS(=O)(=O)Cc1ccccc1)NCc1ccc2c(c1)OCO2	8%	-2%	-12%
50	O=C(Cn1ccc(C(F)(F)F)n1)NNC(=O)c1ccco1	0%	-1%	-9%

Further records follow:
nr	compound	DT40 TDP1 CPT	TDP1 cell noCPT	GCN5L2 inh
51	O=C(O)c1ccccc1C(=O)N1CCN(c2cccc(Cl)c2)CC1	-8%	-15%	-3%
52	O=C(Nc1ccccc1)O/N=C/c1ccc(F)cc1	5%	-21%	-5%
53	CN1C(=O)N(c2ccc(Cl)cc2)C(C)(O)CC1(C)C (stereo not given)	-17%	19%	1%
54	Cc1ccc(N(CC(=O)N/N=C/c2ccco2)S(=O)(=O)c2ccccc2)cc1	-6%	3%	-27%
55	COc1ccc(-c2ccc(-c3noc(C4CCCCC4)n3)c(OC)n2)cc1	-29%	?	?
56	O=S(=O)(Nc1ccc(-c2csc(-c3ccccc3)n2)cc1)c1ccccc1	-41%	18µM*	-12%
57	COc1ccc(S(=O)(=O)N2CCCCC2c2cc(C(=O)N3CCOCC3)no2)cc1 (stereo not given)	-22%	-5%	·
58	CC1CCN(S(=O)(=O)c2ccc3c(c2)N(CC(=O)N(C)Cc2ccco2)C(=O)CO3)CC1	?	?	-4%
59	Cn1cc(C(=O)N2CCCCCC2)c(=O)c2cc(S(=O)(=O)N3CCCCC3)ccc21	-10%	-14%	2%
60	COc1ccc(OCC2CCCN(Cc3nc(CC4CC4)no3)C2)cc1 (stereo not given)	-21%	-14%	0%

Additional results.
nr	compound	DT40 TDP1 CPT	TDP1 cell noCPT	GCN5L2 inh
61	CC1CC(C)CN(C(=O)c2cn(C)c3ccc(S(=O)(=O)N(C)C)cc3c2=O)C1 (stereo not given)	6%	-3%	2%
62	COc1ccccc1NC(=O)C1=C(C)Nc2nc(SCc3ccccc3F)nn2C1c1ccncc1 (stereo not given)	-6%	-24%	-7%
63	CC(C)(C)C(=O)NC1(C(F)(F)F)NC(=O)N(c2ccc(F)cc2)C1=O (stereo not given)	22%&-2%	15%&-15%	3%&-4%
64	Cc1cc2c(c(=O)o1)C(c1ccc([N+](=O)[O-])o1)C(C#N)=C(N)O2 (stereo not given)	-6%	?	-2%
65	CSc1nnc(-c2ccc(C(F)(F)F)cn2)o1	21%	-1%	-8%
66	COc1ccc(N(CC(=O)Nc2ccc(OC)c(OC)c2)S(=O)(=O)c2ccccc2)cc1Cl	?	?	-19%
67	COc1ccc2cc(C(=O)NCc3ccco3)c(=Nc3ccc(C(=O)O)cc3)oc2c1	?	?	-11%
68	COC(=O)c1ccc(C2/C(=C(/O)c3ccc(OC(C)C)cc3)C(=O)C(=O)N2c2cc(C)on2)cc1 (stereo not given)	-18%	-23%	-8%
69	O=C(NCc1ccccn1)c1ccc(S(=O)(=O)Nc2ccccc2F)cc1	-16%	2%	-2%
70	CSc1ncccc1C(=O)OCc1c(F)cccc1Cl	3%	-29%	-15%

Next structures:
nr	compound	DT40 TDP1 CPT	TDP1 cell noCPT	GCN5L2 inh
71	COCCCNC(=O)c1ccc(Cn2c(=O)c3ccccc3n(CC(=O)Nc3c(C)cccc3C)c2=O)cc1	?	-7%	-4%
72	CC(C)C(NC(=O)C1CC(=O)N(Cc2ccccc2)C1)c1nc2ccccc2[nH]1 (stereo not given)	-18%	-7%	-3%
73	Cc1ccc(S(=O)(=O)N2CCN(C(=O)C3CCN(c4ncnc5sc(C)c(C)c45)CC3)CC2)c(C)c1	8.2µM*	3.7µM*	·
74	CCOCCCNC(=O)c1[nH]c2cc(C)ccc2c1Sc1ccc(Cl)cc1	?	-21%	-3%
75	CN(C)c1ccc(-c2nc3cc(N)ccc3o2)cc1	-18%	7%	?
76	COCCn1c(C)cc(C(=O)COC(=O)c2ccc[nH]c2=O)c1C	-1%	5%	-5%
77	CC(C)c1ccc(NC(=S)NN2CCN(C)CC2)cc1	-17%	-4%	-13%

Of the compounds above, these have an aryl methoxy group:
nr	compound	DT40 TDP1 CPT	TDP1 cell noCPT	GCN5L2 inh
4	COc1ccc(-n2nnnc2SCC(=O)N2CCCC2)cc1OC	-8%	2%	-8%
6	COc1cc(/C=N/NC2=NC(C)(C)Cc3ccccc32)cc(OC)c1OC	?	21µM*	-2%
9	COc1ccc(CN=C(N)N=C(N)N)cc1Cl	?	21µM*	4%
13	COc1ccccc1/C=C/C=N/NC(=O)Cc1cccn1C	-1%	-21%	-4%
16	COc1ccc(C2(Nc3cccc(C(=O)O)c3C)C(=O)c3ccccc3C2=O)cc1	8%	-15%	9%
26	C=CCOc1ccc(/C(CC)=N/O)cc1OC	?	-2%	-7%[0.501 µM]
38	COc1cc(C(=O)OCC(=O)N2CCCC2=O)cc(OC)c1C	2%	17%	-15%
41	C=CCn1c(=O)c2c(nc3n2CC(C)CN3c2cccc(OC)c2)n(C)c1=O (stereo not given)	0%	-29%	-3%
46	COc1cc(OC)c(NC(=O)c2cn(C)c(=O)c3cc(OC)c(OC)cc23)cc1Cl	-9%	-14%	-3%
55	COc1ccc(-c2ccc(-c3noc(C4CCCCC4)n3)c(OC)n2)cc1	-29%	?	?
57	COc1ccc(S(=O)(=O)N2CCCCC2c2cc(C(=O)N3CCOCC3)no2)cc1 (stereo not given)	-22%	-5%	·
60	COc1ccc(OCC2CCCN(Cc3nc(CC4CC4)no3)C2)cc1 (stereo not given)	-21%	-14%	0%
62	COc1ccccc1NC(=O)C1=C(C)Nc2nc(SCc3ccccc3F)nn2C1c1ccncc1 (stereo not given)	-6%	-24%	-7%
66	COc1ccc(N(CC(=O)Nc2ccc(OC)c(OC)c2)S(=O)(=O)c2ccccc2)cc1Cl	?	?	-19%
67	COc1ccc2cc(C(=O)NCc3ccco3)c(=Nc3ccc(C(=O)O)cc3)oc2c1	?	?	-11%

Bioassay records as filed in PubChem.
